# From PubChem
# OX1R antag-1 = blocks the human orexin 1 receptor | inhibition, % at 6.6 µM | AID 485270 | hit rate 1.8% among 330,000 | OX1R-expressing cells, FRET antagonist read-out; in the data active = inhibition mostly above about 38%, no sharp cut-off; inactive = mostly below about 40%;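 also: 0% = agonist challenge alone and 100% = reference antagonist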
# Target sequence (O43613 whole entry, looked up): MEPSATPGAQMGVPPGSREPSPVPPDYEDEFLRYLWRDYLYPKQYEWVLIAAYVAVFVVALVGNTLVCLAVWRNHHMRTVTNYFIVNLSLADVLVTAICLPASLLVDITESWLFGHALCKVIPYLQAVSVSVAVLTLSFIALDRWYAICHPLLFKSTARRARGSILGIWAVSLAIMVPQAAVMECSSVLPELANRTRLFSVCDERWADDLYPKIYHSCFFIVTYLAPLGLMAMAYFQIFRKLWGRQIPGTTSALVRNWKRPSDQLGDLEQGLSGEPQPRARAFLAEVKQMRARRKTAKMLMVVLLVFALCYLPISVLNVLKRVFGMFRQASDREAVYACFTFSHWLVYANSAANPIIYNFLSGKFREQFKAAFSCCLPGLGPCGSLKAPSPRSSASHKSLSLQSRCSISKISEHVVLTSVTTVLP
# OX1R antag-2 = antagonists of human orexin 1 receptor | hit rate 0.43% among 330,000 | CHO/OX1R cells, Fluo-8 calcium fluorescence, orexin A | AID 434989 | inhibition, % at 5 µM;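 active = inhibition above its plate's threshold, mean inhibition of all tested compounds on the plate plus 3 SD, cut at about 37% in these data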;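 also: 0% = orexin A challenge wells and 100% = SB-334867-A antagonist wells; not every result past the cut was called active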
# Starred values were filed as active, the others as inactive; & = joins results of further samples. Outcome played no part in choosing rows (roughly 2% active in at least one column).
SMILES | OX1R antag-1 | OX1R antag-2
CC(C)(C)N(Cc1ccccc1)C(=O)CSc1ncn[nH]1 | 17 | -6
Cc1ccc(C)c(NC(=O)CN(C)C(=O)Cc2coc3cc(C)c(C)cc23)c1 | 23 | -15
COc1cccc(C2=CC(=O)CC(C)(C)C2)n1 | 41 | -22
CCc1nc(SCC(=O)Nc2ccccc2C)n[nH]1 | 15 | 0
Cn1c(CNC2CCCCC2)c(C#N)c2ccccc21 | 12 | -23
CCOC(=O)c1c(C)c(C(=O)NCc2ccc(OC)cc2)c(C)n1C | 24 | -32
CCN(CC(=O)NCc1ccc(Cl)cc1)S(=O)(=O)c1ccc(F)cc1 | 14 | -27
COc1ccc(S(=O)(=O)N(CC(=O)NCCCN(C)C)c2ccc(C)cc2)cc1OC | 12 | -16
O=C(CN(Cc1ccccc1)S(=O)(=O)c1ccccc1)NC1CC1 | 6 | -23
COc1cc(CNCCN(C)C)c(Br)cc1OC1CCCC1 | 18 | -21
CN(C(=O)CSC1=NCCS1)c1ccccc1 | -6 | -8
O=C(Nc1ccc(Cl)c(Cl)c1)c1csc(-c2ccccc2)n1 | 8 | -13
CC(C)C(NC(=O)c1ccccc1F)C(=O)OCC(=O)c1ccc(F)cc1 (stereo unspecified) | 17 | -17
COc1ccc2oc(=O)c(C(=O)NC(C)c3ccccc3)cc2c1 (stereo unspecified) | 37 | -34
CCC1C/C(=C/c2cccs2)C(=O)/C(=C/c2cccs2)C1 (stereo unspecified) | 17 | -24

# Continuation:
SMILES | OX1R antag-1 | OX1R antag-2
C=CCn1c(SCC(=O)Nc2ccc3c(c2)CCC3)nc2ccccc2c1=O | 7 | -8
O=C(Nc1ccccc1Sc1ccccc1)c1ccccc1 | 16 | -33
COc1ccccc1CN(Cc1cc2cc(C)cc(C)c2[nH]c1=O)Cc1nnnn1CC1CCCO1 (stereo unspecified) | 24 | -27
Cc1ccc(NS(=O)(=O)c2ccc(OCC(=O)N3CCOCC3)cc2)cc1 | 10 | -12
COc1ccccc1NC(=S)NC(=O)Cc1ccccc1 | 1 | -18
O=C(NCCc1ccccc1)C1CCC(=O)N(CCCN2CCCC2=O)C1 (stereo unspecified) | 2 | -13
CCN(Cc1ccccc1)C(=O)c1ccc(N(C)S(=O)(=O)c2ccc(C)cc2)cc1 | 21 | -26
O=C(C1CCC1)N1CCCc2cc(S(=O)(=O)N3CCN(c4ccccc4)CC3)ccc21 | 16 | -16
CCS(=O)(=O)c1ccc2oc(Nc3cc(C)cc(C)c3)nc2c1 | 9 | -5
CC1(C)CC(=O)C2=C(C1)N(N1CCOCC1)C(N)=C(C#N)C2c1cccnc1 (stereo unspecified) | 7 | -7
Cc1ccc(NC(=O)C(C)Sc2nnc3ccccn23)cc1 (stereo unspecified) | -5 | -13
CCn1nc(NC(=O)c2ccncc2)c2cc3ccc(C)cc3nc21 | 17 | -24
CCCn1c(Oc2ccccc2)nc2c1c(=O)n(C)c(=O)n2C | 2 | -14
CCOCCOC(=O)C(C)Sc1n[nH]c(=O)[nH]c1=O (stereo unspecified) | 4 | -6
Cn1c(=O)[nH]c(=O)c2c1nc(SCC(=O)O)n2CCc1ccccc1 | 2 | -11

# Laid out differently: 4 of the compounds above.
OX1R antag-1 | OX1R antag-2 | SMILES
17 | -24 | CCn1nc(NC(=O)c2ccncc2)c2cc3ccc(C)cc3nc21
2 | -14 | CCCn1c(Oc2ccccc2)nc2c1c(=O)n(C)c(=O)n2C
4 | -6 | CCOCCOC(=O)C(C)Sc1n[nH]c(=O)[nH]c1=O (stereo unspecified)
2 | -11 | Cn1c(=O)[nH]c(=O)c2c1nc(SCC(=O)O)n2CCc1ccccc1

# Continued.
SMILES | OX1R antag-1 | OX1R antag-2
Cc1cccc(OCC(=O)N2CCN(S(C)(=O)=O)CC2)c1 | 10 | -14
CCc1nnc(NC(=O)c2ccc(S(=O)(=O)N(CCOC)CCOC)cc2)s1 | 1 | -6
N#C/C(C(=O)N1CCCCC1)=C1\Nc2ccccc2S1 | 39 | -23
Oc1ccc(Br)cc1C1Nc2ccccc2S1 (stereo unspecified) | 0 | -8
COC(=O)Nc1ccc(OCC(=O)N2CCOCC2)cc1 | 1 | -11
CCN(CC)S(=O)(=O)c1ccc(NC2c3ccccc3C(=O)N2CCN2CCOCC2)cc1 (stereo unspecified) | 13 | -12
O=C(CCC(=O)Nc1nnc(C2CCCCC2)s1)Nc1ccc(F)cc1 | 18 | -40
C=CCn1c(CCC(=O)O)ccc1-c1ccc(OC)cc1 | 10 | -25
CCCn1nnnc1SCC(=O)NNC(=O)c1ccco1 | 7 | -11
COc1ccc(C(=O)N/N=C/c2ccc(OC)c(COc3ccccc3)c2)cc1 | 25 | -24
CCNCCOC(c1ccccc1)c1ccccc1 | 7 | -8
CC(=O)NCCn1c(SCc2cccc([N+](=O)[O-])c2)nc2ccccc2c1=O | 11 | -25
CC(C)(C)Sc1ccccc1S(=O)(=O)C(C)(C)C | 6 | -16
Cc1cc(C)n2nc(SCC(=O)N(C)C3CCCCC3)nc2n1 | 16 | -23
CCOC(=O)c1ccccc1N=N/C(C(C)=O)=C(/C)O | -3 | -13

# Further results.
SMILES | OX1R antag-1 | OX1R antag-2
O=C(Oc1ccc2c(-c3ccccc3)cc(=O)oc2c1)C1CCCCC1 | 30 | -26
CCOC(=O)Cc1c(C)nc(SC)[nH]c1=O | 10 | -3
CCOc1ccccc1/C=N/n1c(C)nc2ccccc2c1=O | -1 | -15
C=CCSC1=N/C(=C\c2ccc3c(c2)OCO3)C(=O)S1 | 15 | 0
Cc1cc(Cl)ccc1N1C(=O)CC(NNC(=O)c2cccnc2)C1=O (stereo unspecified) | 13 | -1
CC1=CC2=NC(=O)CC(C)(C(=O)N(CC(=O)NC3CCCC3)Cc3ccc(Cl)cc3)N2C=C1 (stereo unspecified) | 22 | -16
O=C(Cn1cnc2ccccc21)N/N=C/c1ccco1 | 12 | -13
COc1cccc(CNC(=O)CCCn2nc(C)n3c(cc4sccc43)c2=O)c1 | -5 | -18
CCOC(=O)N1CCN(C(=O)CSCc2ccc(C)cc2)CC1 | 18 | -24
CCc1nnc(NC(=O)COC(=O)CN2C(=O)c3ccccc3C2=O)s1 | 16 | -5
CC(C)N(C(=O)CSc1nc(COc2ccccc2)nc2ccccc12)C(C)C | 21 | -45
COc1ccc2cc(C=O)n(C)c2c1 | 6 | 0
O=C(NCC1CCCO1)c1ccc(NC(=O)c2cccc(Cl)c2)cc1 (stereo unspecified) | 17 | -5
O=C(COC(=O)c1n[nH]c2ccccc12)NCCc1ccccc1 | 7 | 15
COC(=O)C(C#N)c1nc2ccccc2nc1N1CCN(Cc2ccc3c(c2)OCO3)CC1 (stereo unspecified) | 22 | -16

# Continued:
SMILES | OX1R antag-1 | OX1R antag-2
COC(=O)C1=C(C)NC(C)=C([N+](=O)[O-])C1c1ccccc1C(F)(F)F (stereo unspecified) | 17&10 | -17&-18
CC(=O)N(c1ccc2oc(=O)sc2c1)S(=O)(=O)c1cccc2cccnc12 | 22 | 15
COc1ccc(C(c2nnnn2Cc2ccc(F)cc2)N2CCN(c3ccccc3)CC2)cc1 (stereo unspecified) | 18 | -18
COC(=O)Nc1ccc(S(=O)(=O)N(C)CC(F)(F)C(F)F)cc1 | 9 | -10
O=C(NCCc1nnc2ccccn12)c1cccs1 | 4 | -3
COc1ccc(Nc2nc(N)nc(C(F)(F)F)n2)c(OC)c1 | 9 | -12
Cc1ccc(OCC(=O)NC(=S)Nc2cccc(NC(=O)c3ccccc3)c2)cc1 | 12 | -23
Cn1cc(C2N3CC4(C)CN2CC(C)(C3)C4=O)c2ccccc21 (stereo unspecified) | 12 | -19
O=[N+]([O-])c1ccc(NC2CCCC2)cc1 | 17 | -13
CC(C)N=C(NC#N)SCc1ccccc1F | 25 | -7
CCN(CC(=O)Nc1c(F)cccc1F)C(=O)c1ccc(C)c(S(=O)(=O)N2CCCCC2)c1 | 13 | -18
Cc1ccccc1C(=O)c1cccn1CC(=O)N1CCCCCC1 | 17 | -30
COc1cc2cc(CN(CCCO)S(=O)(=O)c3ccccc3)c(=O)[nH]c2cc1OC | 20 | -14
CCN(CC(=O)N(CC(C)C)c1c(N)n(CC(C)C)c(=O)[nH]c1=O)Cc1nc2ccccc2c(=O)[nH]1 | 9 | -15
CCCCN(CCCC)CCC(O)c1cc2c(Cl)cc(Cl)cc2c2cc(C(F)(F)F)ccc12 (stereo unspecified) | 4 | -27

# Following part:
SMILES | OX1R antag-1 | OX1R antag-2
O=C(/C=C/c1ccc(OC(F)F)cc1)OCC(=O)N1CCC(c2ccccc2)=N1 | 3 | -13
c1ccc(Cc2nc3ccccc3n2Cc2ccccc2)cc1 | 28 | -24
NC(=O)C(c1ccc(Cl)cc1)c1ccc(Sc2ccccc2)nn1 (stereo unspecified) | 18 | -17
O=C(O)CN(c1ccccn1)S(=O)(=O)c1ccccc1 | 4 | -3
OCCN1CCN(Cc2cccc(Oc3ccc(Cl)cc3)c2)CC1 | 16 | -10
CCn1c(SCC(=O)Nc2cccc(C(C)=O)c2)nnc1C(C)C | 14 | -14
COc1ccnc(Oc2cccc(C(F)(F)F)c2)c1C(=O)N/C=N/OCc1ccccc1F | 12 | -9
CCOc1cc(NC(=O)C2CC2)c(OCC)cc1NC(=O)c1cccc(F)c1 | 13 | -12
Cn1c(=O)cc(OCCCC(=O)NCc2ccc3c(c2)OCO3)c2ccccc21 | 13 | -15
O=C(Nc1cccc(F)c1)C1CCN(c2nnnn2-c2ccccc2)CC1 | 16 | -14
CC(C(=O)N=Nc1c(O)n(C)c2ccc(Br)cc12)n1cnc2ccccc2c1=O (stereo unspecified) | 14 | -29
COc1ccc(CCN2C(=O)C3CC=C(C)CC3C2=O)cc1OC (stereo unspecified) | 7 | -27
CCn1cc(C(=O)N2CCCC(CO)(Cc3ccccc3C)C2)cn1 (stereo unspecified) | 6 | -8
CCN1CCN(CC(=O)n2c3c(c4ccccc42)CC(C)CC3)CC1 (stereo unspecified) | -5 | -16
Cc1ccc(Cl)cc1NC(=O)C1CC(=O)N(C(C)C)C1 (stereo unspecified) | 2 | -6

# (listing goes on)
SMILES | OX1R antag-1 | OX1R antag-2
Cn1c(C(=O)N2CCCCCC2)cc2c(=O)n(C)c3ccccc3c21 | 13 | -15
CCc1cc(C(=O)OC)c(NC(=O)C2CC(=O)NN2Cc2ccccc2)s1 (stereo unspecified) | 13 | -23
Cc1ccccc1NS(=O)(=O)c1cccc(-c2nnc(-c3ccccc3)o2)c1 | 40* | -11
C=CCCCCCCCCC(=O)Nc1c[nH]c(=O)[nH]c1=O | 4 | 3
O=C(CSc1cccc[n+]1[O-])NN(c1ccccc1)c1ccccc1 | 1 | 0
OC(COc1cccc2ccccc12)CN1CCN(c2ccccc2Cl)CC1 (stereo unspecified) | 6 | -12
COc1ccccc1COCC(O)CN1CCCCC1CO (stereo unspecified) | -8 | -32
Nc1ncccc1OCc1ccc(Cl)c(Cl)c1 | 13 | -10
CCOCCCn1c(=N)c(S(=O)(=O)c2ccccc2)cc2c(=O)n3cc(C)ccc3nc21 | 22 | -32
COc1ccc([N+](=O)[O-])cc1NC(=O)COC(=O)C=C(C)C | 4 | -1
O=S(=O)(c1ccc2ccccc2c1)N1C=CC(C(F)(F)F)=NCC1 | 19 | -9
CCC(C(=O)NCCCN1CCOCC1)n1c2ccccc2c2nc(=O)cc(C)n21 (stereo unspecified) | -6 | -33
O=S1(=O)CC(N2CCOCC2)c2ccccc21 (stereo unspecified) | 8 | 1
C=CCn1c(SCc2c(C)noc2C)nc2ccccc2c1=O | 11 | -40
NS(=O)(=O)c1ccc(CCNC(=O)c2ccc(NC3=NC4CS(=O)(=O)CC4S3)cc2)cc1 (stereo unspecified) | 15 | -15

# Continuation:
SMILES | OX1R antag-1 | OX1R antag-2
O=C(Cn1cnc2c(nc3n2CCCCC3)c1=O)Nc1cccc(C(F)(F)F)c1 | 10 | -4
CCCCCC(O)CCc1n[nH]c(=S)n1-c1ccccc1 (stereo unspecified) | 10 | -8
Cc1ccc([C@@H]2[C@@H]3C(=O)N(C)C(=O)[C@@H]3[C@]3(C)C(=O)N(Cc4ccccn4)CC(=O)N23)o1 | 6 | -6
Cc1n[nH]c(C)c1CN(C)C(=O)c1cc(COc2ccc(F)c(F)c2)on1 | 28 | -10
NNC(=O)COc1cccc(Oc2ccccc2)c1 | 7 | -23
O=C(CN1C(=O)C2CC=CCC2C1=O)Nc1nnc(SCc2c(Cl)cccc2Cl)s1 (stereo unspecified) | 0 | -1
Cc1ccc(NC(=O)c2ccc(OC(=O)COc3ccc(Cl)c(C)c3)cc2)cc1 | 11 | 3
O=C(Nc1ccc(N2CCN(C(=O)c3ccccc3)CC2)c(Cl)c1)c1ccc(Br)o1 | 13 | 4
CC1CCN(Cc2nnnn2CCCC(=O)N(C)C2CCOC2)CC1 (stereo unspecified) | -4 | -4
CCCCCCC[C@@H](C/C=C/CCC(=O)N(C)C/C(=C/Cl)C/C(=C\C(=O)N1C[C@H](O)CC1=O)OC)OC | 13 | 2
O=C(NCc1ccccn1)c1ccc(CS(=O)(=O)Cc2ccc(Cl)cc2)o1 | 13 | -15
CCOC(=O)c1ccc2[nH]c3c(c2c1)CCCC3C(=O)OCC (stereo unspecified) | 17 | -40
Cc1cccc2cc(/C=C/C(=O)c3ccco3)c(Cl)nc12 | 1 | -2
c1ccc(CCNc2ncnc3scc(C4COc5ccccc5O4)c23)cc1 (stereo unspecified) | 17 | 17
Cc1noc2ncnc(Sc3ccccc3Cl)c12 | 19 | -9

# Going on with the list.
SMILES | OX1R antag-1 | OX1R antag-2
CCCN(CCC)CCCNC(=O)Cn1cnc2sc(C)c(S(=O)(=O)N3CCOCC3)c2c1=O | 24 | -10
CC12CN(Cc3ccccc3)CC(C)(CN(Cc3ccccc3)C1)C2=NO | 15 | -18
Cc1ccc(NS(=O)(=O)c2sc3ccc(Cl)cc3c2C)cc1 | -2 | 21
O=C(COC(=O)c1ccc([N+](=O)[O-])o1)Nc1nc2ccccc2s1 | 55 | -3
CNc1nc(Cl)nc(NC(C)(C)C)n1 | 11 | -18
C=CCc1ccc(OCCCCN2CC(C)CC(C)C2)c(OC)c1 (stereo unspecified) | 12 | -36
